Screens (PubChem BioAssay)
Shn3 inh set2 – Schnurri-3 reporter inhibition in Clone20 osteoblasts; Clone20 osteoblast Shn3 3'UTR firefly luciferase, 24 h; inhibition, % at 12.5 µM; actives 0.52% (n = 360,000);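 active = mean inhibition of at least 75% with every replicate also reaching 75%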;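 note: 0% = median of neutral control wells and 100% = pilot-screen positive control compound; some compounds past the cut are filed as inactive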
NR2E3 ag-1 – agonists of human nuclear receptor NR2E3. GST-NR2E3/biotin-RetCOR TR-FRET, 1536-well. AID 2300. inhibition of corepressor binding, % at 4.78 µM. actives 0.12% (n = 320,000);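 active = percent inhibition above the cutoff of mean plus 3 SD of all tested compounds, set per screening campaign, cut at about 20% in these data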;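 note: 0% = DMSO wells and 100% = biotin wells as full block of FRET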
Target sequence (Q9Y5X4 whole entry, looked up): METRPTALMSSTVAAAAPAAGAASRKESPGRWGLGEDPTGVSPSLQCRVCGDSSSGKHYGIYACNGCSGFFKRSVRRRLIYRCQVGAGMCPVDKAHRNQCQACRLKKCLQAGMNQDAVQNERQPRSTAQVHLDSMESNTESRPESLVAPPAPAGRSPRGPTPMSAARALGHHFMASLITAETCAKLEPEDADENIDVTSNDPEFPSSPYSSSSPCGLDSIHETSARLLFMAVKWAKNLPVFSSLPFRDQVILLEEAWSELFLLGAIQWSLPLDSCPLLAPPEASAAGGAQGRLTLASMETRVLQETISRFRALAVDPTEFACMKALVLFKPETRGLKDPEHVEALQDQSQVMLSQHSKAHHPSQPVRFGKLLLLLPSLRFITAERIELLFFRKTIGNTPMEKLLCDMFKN
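Material: NR2E3–RetCOR corepressor complex | Quantity: 1.35 nM GST-tagged NR2E3 final | Schedule: 5 h at 4 °C | Replication: Singlicate compound wells | Reagent: RetCOR corepressor, biotinylated, 7 nM | Controls: Biotin wells as high control, 0.6% DMSO wells as low control | Signal: TR-FRET, Eu(K)-anti-GST donor, streptavidin-D2 acceptor, ex 340, em 617/671 nm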
NR2E3 ag-2 – agonists of human NR2E3 nuclear receptor | Q9Y5X4 | CHO-S Gal4-NCOR/VP16-NR2E3 two-hybrid, luciferase | inhibition of corepressor binding, % at 3.98 µM | actives 0.35% (n = 360,000) | AID 602229;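 active = inhibition above the mean of all tested compounds plus 3 SD, cut at about 70% in these data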;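 note: 0% = DMSO with NR2E3 transfected cells and 100% = cells lacking NR2E3 construct; higher means lower luciferase signal from less NR2E3 corepressor binding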
HIF-2a inh – inhibitors of HIF-2a; 786-0 RCC cells HIF-2a reporter, luciferase luminescence, overnight; inhibition, % at 18.8 µM; actives 0.72% (n = 360,000);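 active = inhibition of the luminescence signal of 40% or more relative to plate controls, in a single-dose primary screen at 18.75 µM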
TWEAK Fn14 block – inhibitors of TWEAK-Fn14 interaction signaling; inhibition, % at 10 µM; actives 2% (n = 360,000); TWEAK-stimulated Fn14 reporter cells, luciferase luminescence, 8 h; AID 1159606; in the data active = inhibition above about 50%
KKLEB cytotox – counter-screen for CF NF-kB inhibitors: cytotoxicity; KKLEB CF airway cells viability, ATPlite luminescence, overnight; hits give low values; cells stimulated with P. aeruginosa culture filtrate; activity change (cytotoxicity), % at 5 µM; actives 0.36% (n = 360,000);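 active = corrected activity change at or below -50% at 5 µM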
Peg3 prom inh – inhibitors of Peg3 promoter. HeLa PEG-Prom luciferase reporter, luminescence, overnight. inhibition, % at 20 µM. actives 1.7% (n = 360,000). AID 588405;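 active = inhibition of at least 50% at 20 µM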
CF NFkB block – inhibitors of cystic fibrosis induced NF-kB. inhibition, % at 5 µM. KKLEB NF-kB-GFP reporter, PAF-induced, GFP fluorescence overnight. actives 0.86% (n = 360,000);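 active = at least 50% inhibition at 5 µM, scaled per plate between neutral and stimulator controls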;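 note: PAF is a Pseudomonas aeruginosa culture filtrate used as stimulus; plate controls were PAF-stimulated DMSO wells for no effect and unstimulated DMSO wells for full effect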
TRPM1 prom inh – reduces MITF-dependent TRPM1 promoter luciferase signal; SK-MEL-5 TRPM1 promoter luciferase, 24 h; inhibition, % at 12.5 µM; actives 0.83% (n = 330,000);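 active = mean inhibition across replicates of 60% or more, whatever share of single replicates reaches that level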; note: values of inactives mirror those of a sister screen read the other way
aDG glyco act – increases alpha dystroglycan glycosylation. actives 0.22% (n = 360,000). activation, % at 10 µM. Pro5-aDG cells, alpha-DG glycosylation AlphaScreen (IIH6); 0% Pro5, 100% B10-LARGE cell signal;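 active = activation of at least 8% versus controls, or a plate z-score of at least 8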;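 note: Pro5 are CHO cells carrying HIG-tagged alpha-DG that lacks glycosylation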
hiPSC survival – enhancers of human iPSC single-cell survival; hiPSC single-cell survival, ATPlite luminescence; 100% = ROCK inhibitor wells, 0% = DMSO; survival enhancement, % at 20 µM; actives 0.044% (n = 360,000); in the data active = survival enhancement above about 18%;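 note: cells exposed to compounds for 16 hours before the ATP read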
An asterisk follows results filed as active; / = no result given.

SMILES	Shn3 inh set2	NR2E3 ag-1	NR2E3 ag-2	HIF-2a inh	TWEAK Fn14 block	KKLEB cytotox	Peg3 prom inh	CF NFkB block	TRPM1 prom inh	aDG glyco act	hiPSC survival
C=C(C)COc1ccc(-c2ncncc2-c2ccc(OC)cc2)c(O)c1	16	1	-39	-58	15	-9	-26	8	2	-0.1	0.8
CCOC(=O)c1c(C)[nH]c(C(=O)OCC(=O)N(C)C2CCS(=O)(=O)C2)c1C (centres undefined)	-16	1	-8	-2	10	-2	5	0	-6	0.1	0.0
CCOc1cccc(OCCCCn2ccnc2)c1	13	-2	-2	-4	-8	5	9	10	3	0.1	-2.1
O=C(CN1CCOCC1)NCCNS(=O)(=O)c1ccccc1	-7	7	-19	16	2	22	19	-36	-7	0.2	0.3
CC(C)C[C@H]1CNC(=S)N1CC1CCN(CCCC2CCCC2)CC1	-6	/	-9	-5	-10	-14	-16	23	-3	0.1	-2.2
N#CC1=C2SC=C(c3ccc(Br)cc3)N2CCCC1=O	-33	1	-134	10	-3	9	-369	-36	-53	0.0	-0.1
COC(=O)C1C(C(=O)OC)C1(c1ccccc1)c1ccccc1 (centres undefined)	8	2	-10	10	31	-11	7	11	11	-0.1	0.0
CCCCS(=O)(=O)NC(=O)C1(C)CCN1C(=O)C/C=C/c1ccccc1 (centres undefined)	-8	/	-1	9	10	2	4	-2	/	0.0	1.3
CC1=C(C#N)C(Nc2ccc(C)cn2)(C(F)(F)F)C(=O)N1 (centres undefined)	13	-1	-9	21	0	9	1	-6	6	-0.1	0.9
CCN(CC)S(=O)(=O)c1ccc(Cl)c(NC(=O)COC(=O)/C=C/c2ccc(O)c(OC)c2)c1	8	-11	11	22	32	-2	22	-9	-3	0.0	0.8
C/C(CC1CC(COCC(C)C)OC1=O)=N\Nc1nc(-c2ccccc2)cs1 (centres undefined)	-8	2	-28	-17	10	12	-6	-18	10	0.0	-3.0
Cc1nc2sccn2c(=O)c1S(=O)(=O)Nc1ccc(N2CCN(C(=O)C(C)C)CC2)cc1	-2	1	13	16	1	-6	3	-18	10	0.1	-0.2
CCOc1ccccc1C(=O)OCC(=O)Nc1cc(S(=O)(=O)N2CCOCC2)ccc1C	-1	-4	8	9	13	-8	-4	11	0	0.1	-0.4
COc1cccc(NC(=O)Cc2c(C(=O)O)[nH]c3ccccc23)c1	6	2	-13	6	10	5	2	0	7	-0.2	12
CN1OC[C@@H]2CN(C(=O)Nc3ccccc3)[C@H](c3ccc(N4CCCCC4)cc3)C[C@@H]21	-3	/	-8	-5	11	-12	5	-22	/	0.1	0.0
CC(=O)c1cccc(NC(=O)Nc2c(C)nn(C)c2C)c1	19	2	-28	16	-6	-3	7	2	-6	-0.3	-1.6
c1coc(Cn2nnnc2CN2CCN(C3CCCC3)CC2)c1	-15	-3	12	-15	3	-7	6	7	13	-0.1	1.2
C=CCN(Cc1cccs1)C(=O)COc1ccc2c(c1)OCO2	-13	/	-29	-141	26	-9	-128	-28	-65	0.3	-0.6
COc1ccc(C(NC(=O)/C=C/c2ccco2)c2ccc(OC)c(OC)c2)cc1OC	-15	-2	-31	-5	6	13	7	-27	-4	-0.1	0.6
COc1ccc(CCNC(=O)C2CCC(CNc3c(N4CCCC4)c(=O)c3=O)CC2)cc1OC (centres undefined)	-3	-3	22	19	6	-18	10	16	7	0.0	-1.2

3 records drawn at random from those above:
SMILES	Shn3 inh set2	NR2E3 ag-1	NR2E3 ag-2	HIF-2a inh	TWEAK Fn14 block	KKLEB cytotox	Peg3 prom inh	CF NFkB block	TRPM1 prom inh	aDG glyco act	hiPSC survival
CN1OC[C@@H]2CN(C(=O)Nc3ccccc3)[C@H](c3ccc(N4CCCCC4)cc3)C[C@@H]21	-3	/	-8	-5	11	-12	5	-22	/	0.1	0.0
CC1=C(C#N)C(Nc2ccc(C)cn2)(C(F)(F)F)C(=O)N1 (centres undefined)	13	-1	-9	21	0	9	1	-6	6	-0.1	0.9
c1coc(Cn2nnnc2CN2CCN(C3CCCC3)CC2)c1	-15	-3	12	-15	3	-7	6	7	13	-0.1	1.2

The results go on.
SMILES	Shn3 inh set2	NR2E3 ag-1	NR2E3 ag-2	HIF-2a inh	TWEAK Fn14 block	KKLEB cytotox	Peg3 prom inh	CF NFkB block	TRPM1 prom inh	aDG glyco act	hiPSC survival
C[C@@H]1CN([C@H](C)CO)C(=O)c2cc(NC(=O)Nc3ccc(C(F)(F)F)cc3)ccc2O[C@H]1CN(C)C(=O)Nc1ccc(F)cc1	-65	/	-10	17	5	9	16	-5	15	-0.2	-2.1
O=C(Nc1ccc(Oc2ccc(NC(=O)Nc3ccccc3Cl)cc2)cc1)Nc1ccccc1Cl	73	-1	-12	-25	-31	-16	31	13	2	-0.1	1.0
CCCCC(=O)c1ccc(OC(=O)c2ccc([N+](=O)[O-])cc2)cc1	-20	/	-22	5	8	-11	19	-8	-9	-0.3	1.5
CC(C)CCC(C)NC(=O)CN1C(=O)NC(C)(c2ccc3ccccc3c2)C1=O (centres undefined)	20	-3	-16	5	2	0	14	-15	2	0.3	-0.3
CC1(C(=O)Nc2ccc(F)c(Cl)c2)Cc2c(-c3ccccc3)ccnc2O1 (centres undefined)	7	/	-23	4	13	-18	25	-10	/	-0.1	-1.0
CCc1ccc(OCC(=O)O/N=C(\N)c2ccncc2)cc1	-65	2	-47	-244	-17	5	-225	-6	-69	0.0	0.4
CCC1(C)CC(=O)N(c2ccc(C(=O)O)c(O)c2)C1=O (centres undefined)	2	-1	1	7	-2	7	6	0	8	0.2	0.6
COc1cc(NC(=O)CN2CCN(c3ccccc3)CC2)c(C)cc1[N+](=O)[O-]	-18	-1	-31	11	-8	5	5	-9	3	0.1	-1.7
Cc1cc(-c2c(C(=O)N3CCOCC3)c(C)nn2-c2cccc(C(F)(F)F)c2)no1	-2	3	-10	18	0	-9	23	16	0	0.0	-0.2
COc1ccc(-n2c(=S)[nH]c3cc(C(=O)Nc4cc(OC)c(OC)c(OC)c4)ccc3c2=O)c(OC)c1	-10	-2	0	21	-28	9	20	-5	4	0.2	-0.7
COc1ccc(NC(=O)C2CC(=O)N=C(N)S2)cc1 (centres undefined)	11	-2	-24	14	5	-8	13	5	-1	12*	1.6
COc1ccc(/C=N/NC(=O)c2cccc(Br)c2)cc1COc1ccccn1	13	-1	-17	10	-5	18	9	-13	9	-0.1	1.2
Cc1cc(C)n2nc(SCC(=O)Nc3c(C)nn(-c4ccccc4)c3C)nc2n1	-17	-2	2	6	-12	-12	6	-9	-5	-0.2	1.6
COc1ccccc1-c1cnc(C(O)c2ccc(F)c(C)c2)[nH]1 (centres undefined)	-14	/	-38	-4	-8	6	8	12	/	0.2	-0.5
Cc1ccc(C(=O)Nc2nc(-c3ccc(F)cc3)cs2)o1	-3	7	-51	-221	-4	6	-116	-53	-29	0.0	-0.1
COc1ccc(-n2ncc3c(=O)n(CC(=O)OCc4ccccc4)cnc32)cc1	-23	1	-14	-30	-3	9	-21	-12	-19	0.3	-1.1
COc1ccc(CC(=O)Nc2nnc(SCc3ccccc3)s2)cc1S(=O)(=O)N1CCOCC1	15	4	26	-69	-10	0	1	2	5	0.1	3.8
CCCCN=C1NN=C(c2ccc3c(c2)OCCO3)CS1	-9	-2	-107	-59	70*	-1	-95	-2	16	-0.2	-1.3
Cc1ccc(S(=O)(=O)N2CCCCC2)cc1	7	0	0	16	2	15	4	-3	24	-0.2	-0.6
OC(c1ccccc1)c1nc2ccccc2s1 (centres undefined)	-14	-4	-22	-71	-9	10	-20	9	-4	1.2	-0.3
O=C(O)CCNS(=O)(=O)c1ccc2ccccc2c1	15	0	-42	-9	4	0	7	0	8	0.1	0.0
COc1ccc(S(=O)(=O)N(C)CC(=O)Nc2cccc(C(C)=O)c2)cc1	-1	1	-8	-3	1	-3	9	-4	5	0.0	1.7
O=C(CNC(=O)c1cccs1)OCc1c(F)cccc1Cl	-16	4	-5	-38	-39	2	-92	-17	-22	0.0	-0.3
COc1ccc(-c2oc3ccc(N4CCOCC4)cc3c2/C=C/c2ccc(OC)c(OC)c2)cc1	3	6	-52	-102	-9	-10	0	4	-21	-0.4	-0.3
Cc1cc2cc(C)c(NCCNC(=O)c3cccs3)nc2cc1C	22	-3	14	-7	-32	-9	25	-7	-1	0.4	-1.9
O=C(CSc1nncs1)NC1CCCc2ccccc21 (centres undefined)	-8	-2	-3	4	10	-6	4	-4	-1	0.2	-0.6
CCOC(=O)C1(Cc2ccc(Cl)cc2)CCN(Cc2ccon2)CC1	29	3	-46	10	24	-6	15	20	-10	0.3	0.9
O=C(NCCc1ccc(Cl)cc1)c1ccc(NC2=NC3CS(=O)(=O)CC3S2)cc1 (centres undefined)	2	-1	-4	4	-10	23	-7	12	/	-0.2	-0.1
Cc1cc(/C=C2\C(=N)N3N=C(C(C)C)SC3=NC2=O)c(C)n1Cc1ccccc1	2	3	-4	23	-5	17	0	-3	-2	0.0	-0.2
NC(=S)N/N=C/c1ncc(C(F)(F)F)cc1Cl	91*	1	-30	9	-35	0	42	10	52	-0.4	0.4
NS(=O)(=O)c1ccc(NC(=O)COC(=O)CCc2c[nH]c3ccccc23)cc1	-4	-1	-9	13	-2	-11	8	-5	15	-0.2	0.1
Cc1ccc(C)c(CN2C(=O)CSc3ccc(C(=O)NCCN4CCOCC4)cc32)c1	6	-9	-22	7	20	6	12	0	1	0.0	-0.5
O=C(Nc1ccc(NC(=O)c2ccccc2F)cc1)c1ccccc1F	-6	/	-13	-6	-31	6	-13	-9	-2	-0.1	-0.4
CCn1c(SCC(=O)NC2CC2)nnc1-c1ccncc1	9	-2	-27	5	3	2	8	18	5	0.2	0.1
Cc1c(C(=O)OCC(=O)NCC2CCCO2)oc2ccccc12 (centres undefined)	12	/	-16	6	7	-16	9	3	10	0.0	-0.9
CCOP(=O)(OCC)C(NC(=O)Nc1ccc(Cl)cc1)C(=O)N(CC)CC (centres undefined)	1	0	-14	-7	5	29	6	-18	-15	0.3	0.6
CC12CCC(=O)N1C(C(=O)NNC(=O)c1ccc(F)cc1)CS2 (centres undefined)	-6	5	-9	-2	-3	9	-2	8	-1	-0.2	-0.5
CC(Cc1cccs1)NC(=O)Nc1ccc(F)cc1 (centres undefined)	89*	2	-42	-110	-15	3	-72	4	-16	0.2	0.1
Nc1cc(S(=O)(=O)N2CCCCC2)ccc1N1CCOCC1	10	0	12	14	11	12	9	4	10	2.1	-0.2
Cc1cc2c(c(SCC#N)n1)C(=O)OC2	-4	1	-27	22	-5	7	8	14	2	0.3	3.0
COc1ccccc1-n1cnnc1SCC(=O)NC1CCCCC1	-72	3	13	6	11	0	-6	-19	-9	1.1	-0.5
COc1ccc(CN2CCC(Oc3ccc(C(=O)NCc4ccccn4)cc3)CC2)c(F)c1	16	4	-18	15	1	-20	8	15	-6	0.0	-0.2
